High-throughput results from PubChem.
TPT1 inh: Candida albicans TPT1 enzyme inhibitors, primary screen, biochemical, fluorescence polarization | hit rate 0.81% among 300,000 | inhibition, % at 5 µM | recombinant caTPT1, FP RNA substrate dephosphorylation | AID 1962, 2009 | tRNA 2'-phosphotransferase TPT1 (Candida albicans SC5314);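 active means inhibition above the mean of all tested compounds plus 3 SD, set per screening campaign, cut at about 24% in these data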;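 further: plate controls were DMSO alone for no effect and ferristatin control at 100 nM for full effect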
JMJD2C inh: inhibitors of GASC-1 histone demethylase, primary screen, biochemical, fluorescence, DELFIA europium; hit rate 0.069% among 330,000; GST-JMJD2C(1-420) H3K9me3 demethylation; Lysine-specific demethylase 4C (Homo sapiens), Q9H3R0; inhibition, % at 2.35 µM;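 active means more than half of a compound's replicate wells show inhibition beyond 50%, single wells judged on their own value; inconclusive means some, but no more than half, of replicates pass 50% inhibition; inactive means no replicate passes 50% inhibition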;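 further: signal counts dimethyl H3K9 product captured on neutravidin plate; 0% = median of DMSO wells and 100% = 0.3 times that DMSO median; strong numbers were not always called active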
PP1 counter: PP1-alpha phosphatase inhibitors, primary screen, counter-screen for PP5 inhibitor project, biochemical, fluorescence, OMFP substrate, single point | hit rate 0.9% among 320,000 | purified PP1alpha | Serine/threonine-protein phosphatase PP1-alpha catalytic subunit (Homo sapiens), P62136 | inhibition, % at 6.7 µM | AID 2235, 2010;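 active means inhibition above the mean inhibition of all tested compounds plus 3 SD, computed separately for each screening campaign, cut at about 15% in these data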
Fh CTSL1 inh: Fasciola hepatica cathepsin L1 inhibitors, primary screen, counter-screen for PFM18AAP inhibitor project, biochemical, QFRET, fluorogenic peptide substrate; hit rate 0.49% among 300,000; recombinant F. hepatica cathepsin L1, Z-Leu-Arg-MCA fluorescence; inhibition, % at 5.96 µM; AID 1906, 2009;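 active means inhibition above the mean of all tested compounds plus 3 SD, set per screening campaign, cut at about 17% in these data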;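 further: 0% = plate median of test compound wells and 100% = 1 µM Z-Phe-Ala-diazomethylketone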
HCV core dimer: inhibitors of HCV core protein dimerization, primary screen, biochemical, TR-FRET, high-throughput. TR-FRET GST/Flag-core106 dimerization, 1536-well. inhibition, % at 5 µM. hit rate 0.33% among 300,000;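 active means inhibition above the mean of all tested compounds plus 3 SD, set per screening campaign, cut at about 45% in these data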
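Assay system: Tagged HCV core106 pair (GST and Flag) | Buffer or medium: KF-containing HEPES buffer, pH 7.45, DTT, CHAPS, BSA | Also added: Eu donor and XL665 acceptor anti-tag antibodies | Dosing: One concentration, 5 µM, in 0.5% DMSO | Timing: 4 h at 22.5 °C | Technique: TR-FRET 671 and 617 nm emission | Repeats: Singlicate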
procasp3 activ: activators of human procaspase-3 D3A mutant, primary screen, biochemical, absorbance, PC-3 D3A mutant, single concentration; activation, % at 8.5 µM; hit rate 0.11% among 330,000; recombinant procaspase-3 D3A, Ac-DEVD-pNA absorbance 405 nm; AID 463141, 2010; Caspase-3 (Homo sapiens), P42574;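 active means activation above the mean of all tested compounds plus 3 SD, cut at about 21% in these data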;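 further: 0% = DMSO alone and 100% = DMSO wells spiked with extra 5 µM PC-3 D3A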
Target sequence (P42574 whole entry D9A/D28A/D175A): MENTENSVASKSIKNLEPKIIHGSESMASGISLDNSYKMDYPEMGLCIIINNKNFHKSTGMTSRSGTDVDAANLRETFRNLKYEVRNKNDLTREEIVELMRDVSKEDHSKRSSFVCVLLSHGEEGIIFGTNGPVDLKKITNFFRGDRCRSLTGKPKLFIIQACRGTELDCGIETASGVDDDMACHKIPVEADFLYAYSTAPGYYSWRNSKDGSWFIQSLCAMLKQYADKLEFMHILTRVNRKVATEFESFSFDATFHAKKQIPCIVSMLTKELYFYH
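Assay system – Procaspase-3 D3A mutant · Benchmarks – DMSO low control, extra-enzyme high control · Technique – 405 nm absorbance of p-nitroaniline, reads at 0 and 120 min · Doses – 8.5 µM nominal · Measure – % activation between DMSO and enzyme-spiked controls · Also added – Ac-DEVD-pNA chromogenic peptide substrate · Schedule – 1 h compound preincubation, 2 h substrate hydrolysis at 25 °C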
Efflux pump inh: inhibitors of Candida efflux pumps in yeast, primary screen, S. cerevisiae, Nile Red, multiplex | S. cerevisiae Candida pump triplex | inhibition, % at 10 µM | hit rate 0.44% among 330,000 | AID 485275, 2010;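 active means plate passing quality check with inhibition over a set limit, or well fluorescence over plate mean plus 4 SD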;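 further: Nile Red retained in pooled yeast measured as flow cytometry median fluorescence; 0% = buffer negative control and 100% = Enniatin B positive control; higher means more Nile Red kept so more efflux inhibition; some compounds called inactive have numbers as strong as hits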
procasp7 counter: procaspase-7 activators, primary screen, counter-screen for procaspase-3 activator project, biochemical, absorbance, HTS, human. recombinant procaspase-7, Ac-DEVD-pNA absorbance 405 nm; D23A/D198A/D206A triple mutant, cannot self-cleave; scale: DMSO 0, 5 µM enzyme 100. activation, % at 8.5 µM. hit rate 0.093% among 330,000. AID 463210, 2010;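 active means percent activation above the screen-wide mean plus 3 SD, cut at about 25% in these data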
Target sequence (P55210 whole entry D23A/D198A/D206A): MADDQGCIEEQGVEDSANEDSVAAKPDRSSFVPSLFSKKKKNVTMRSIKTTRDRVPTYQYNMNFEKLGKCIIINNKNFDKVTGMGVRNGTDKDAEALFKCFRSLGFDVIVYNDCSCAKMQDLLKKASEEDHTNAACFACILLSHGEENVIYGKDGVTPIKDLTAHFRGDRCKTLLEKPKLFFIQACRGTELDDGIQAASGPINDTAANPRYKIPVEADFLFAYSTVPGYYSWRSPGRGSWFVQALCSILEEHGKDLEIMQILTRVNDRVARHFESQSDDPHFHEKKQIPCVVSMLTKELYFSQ
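Assay system – Uncleavable procaspase-7 mutant enzyme · Quantity – 2 µM procaspase-7 mutant as dispensed · Times – 1 h preincubation, 2 h reaction · Dosing – single nominal 8.5 µM compound dose, 0.8% DMSO final · Buffer or medium – Zinc-free 50 mM HEPES buffer, pH 7.4, with NaCl and Triton X-100 · Detection – Epi-absorbance of released pNA at 405 nm, two timepoints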
PP5 primary: PP5 phosphatase inhibitors, primary screen, biochemical, fluorescence | inhibition, % at 6.7 µM | AID 1987, 2009 | hit rate 0.18% among 320,000 | Serine/threonine-protein phosphatase 5 (Homo sapiens), P53041 | purified PP5c, OMFP substrate fluorescence;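 active means inhibition above the campaign's mean inhibition across all tested compounds plus 3 SD, cut at about 9.5% in these data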;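 further: 0% = DMSO only and 100% = 100 µM cantharidin control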
Target sequence (P53041 whole entry, looked up): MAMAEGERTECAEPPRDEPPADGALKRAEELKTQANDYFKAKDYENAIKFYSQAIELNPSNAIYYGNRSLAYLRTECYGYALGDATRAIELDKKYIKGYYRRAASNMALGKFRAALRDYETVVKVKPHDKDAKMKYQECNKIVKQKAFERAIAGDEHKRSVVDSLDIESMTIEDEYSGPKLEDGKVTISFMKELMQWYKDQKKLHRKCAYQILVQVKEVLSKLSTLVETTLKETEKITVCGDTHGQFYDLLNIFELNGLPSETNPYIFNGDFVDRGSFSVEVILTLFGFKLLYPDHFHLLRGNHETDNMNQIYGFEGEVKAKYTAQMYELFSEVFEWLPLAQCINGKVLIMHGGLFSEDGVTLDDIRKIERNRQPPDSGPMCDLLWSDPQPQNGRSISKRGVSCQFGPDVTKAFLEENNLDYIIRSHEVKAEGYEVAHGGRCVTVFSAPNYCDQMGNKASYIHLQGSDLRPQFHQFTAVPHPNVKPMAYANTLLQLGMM
* hit, by the source's call. Rows were taken by chance. Share with any hit: about 2.9%.

`CCC(c1nnnn1C(C)(C)CC)N1CCN(c2ccccc2F)CC1` (stereo not given) gave TPT1 inh -3, JMJD2C inh 0, PP1 counter -2, Fh CTSL1 inh 2, HCV core dimer 6, procasp3 activ 2, Efflux pump inh 0.1, procasp7 counter -2 and PP5 primary 0.8.
For Cc1ccc(S(=O)(=O)/N=C(/Nc2ccc(O)c(C(=O)O)c2)c2ccccc2)cc1 the results were JMJD2C inh -2, PP1 counter -6, procasp3 activ -4, Efflux pump inh -0.1, procasp7 counter 1 and PP5 primary -1.1.
For COc1ccc(NC(=O)CN(C2CCCCC2)S(C)(=O)=O)cc1OC the results were TPT1 inh -4, JMJD2C inh -5, PP1 counter 2, Fh CTSL1 inh -2, HCV core dimer -1, procasp3 activ -8, Efflux pump inh 0.0, procasp7 counter 5 and PP5 primary -0.9.
For COc1ccc(CN(C)C(=O)c2sccc2-c2ccccc2)c(OC)c1 the results were TPT1 inh 1, JMJD2C inh 15, PP1 counter 7, Fh CTSL1 inh -2, HCV core dimer 3, procasp3 activ 3, Efflux pump inh 0.2, procasp7 counter 1 and PP5 primary 4.2.
`O=C(O)C1CC(=O)N(c2ccc(OCc3ccccc3)cc2)C1` (stereo not given) gave TPT1 inh 0, JMJD2C inh -7, PP1 counter 0, Fh CTSL1 inh -1, HCV core dimer -3, procasp3 activ 8, Efflux pump inh -0.1, procasp7 counter -3 and PP5 primary 2.0.
O=C(CNC(=O)c1ccc(Cl)cc1)NNC(=O)c1ccc(Br)cc1 was read as JMJD2C inh 0, procasp3 activ 1, Efflux pump inh 0.3 and procasp7 counter 2.
For CCC1(CC)NC(=O)N(CC(=O)N2CCN(S(=O)(=O)c3cccc(F)c3)CC2)C1=O the results were TPT1 inh 0, JMJD2C inh 6, PP1 counter 0, Fh CTSL1 inh 0, HCV core dimer -3, procasp3 activ -2, Efflux pump inh 0.1, procasp7 counter -1 and PP5 primary 1.2.
`CN(C)c1ccc(/C=N/NC(=O)C2COc3ccccc3O2)o1` (stereo not given) gave TPT1 inh 0, JMJD2C inh 13, PP1 counter -2, Fh CTSL1 inh 2, HCV core dimer -7, procasp3 activ 9, Efflux pump inh 0.6, procasp7 counter 0 and PP5 primary 1.5.
Screening C=CCSc1nnc(Cc2c(C)[nH]c3ccccc23)o1 returned TPT1 inh -1, JMJD2C inh 15, PP1 counter -2, Fh CTSL1 inh 0, HCV core dimer -4, procasp3 activ 4, Efflux pump inh -0.2, procasp7 counter 3 and PP5 primary -0.8.
Screening Cc1oc2cc(O)ccc2c(=O)c1-c1nncn1-c1ccccc1 returned TPT1 inh -23, JMJD2C inh -5, PP1 counter 0, Fh CTSL1 inh 1, HCV core dimer 1, procasp3 activ -7, Efflux pump inh 0.1, procasp7 counter 8 and PP5 primary -1.9.
For Cc1cc(C)cc(N(C(=O)c2ccc(Br)o2)C2C=CS(=O)(=O)C2)c1 (stereo not given) the results were TPT1 inh -1, JMJD2C inh -3, PP1 counter -3, Fh CTSL1 inh 0, HCV core dimer 4, procasp3 activ 6, Efflux pump inh -0.2, procasp7 counter 6 and PP5 primary 0.3.
`CN1CCN(C(=O)c2ccccc2N(Cc2ccccc2)S(=O)(=O)c2ccccc2)CC1` gave TPT1 inh 1, JMJD2C inh -3, PP1 counter -2, Fh CTSL1 inh 4, HCV core dimer 0, procasp3 activ -7, Efflux pump inh 0.1, procasp7 counter 4 and PP5 primary 1.1.
`COc1ccccc1N1CCN(S(=O)(=O)c2ccc(Br)s2)CC1` gave TPT1 inh 1, JMJD2C inh 2, PP1 counter 1, Fh CTSL1 inh -2, HCV core dimer 2, procasp3 activ 8, Efflux pump inh -0.2, procasp7 counter -4 and PP5 primary 1.6.
For CSc1nc(O)c(C2OC(=O)c3ccccc32)c(=O)[nH]1 (stereo not given) the results were TPT1 inh 1, JMJD2C inh inconclusive, PP1 counter 0, Fh CTSL1 inh -3, HCV core dimer -4, procasp3 activ -4, Efflux pump inh 0.0, procasp7 counter -3 and PP5 primary -1.4.
CN(c1ccccc1)S(=O)(=O)c1ccc(Cl)c(C(=O)OCC(N)=O)c1 was read as TPT1 inh -6, JMJD2C inh -13, PP1 counter -3, Fh CTSL1 inh -2, HCV core dimer -2, procasp3 activ 12, Efflux pump inh 0.0, procasp7 counter 4 and PP5 primary 4.8.
Screening O=C(COc1ccc(/C=N/NC(=O)c2cc3ccccc3o2)cc1Br)Nc1ccccc1 returned TPT1 inh -1, JMJD2C inh -2, PP1 counter 2, Fh CTSL1 inh 5, HCV core dimer 3, procasp3 activ 14, Efflux pump inh 0.1, procasp7 counter -11 and PP5 primary 0.6.
CN(C)CC/C=C1\c2cc(Cl)ccc2Sc2cc(F)c(F)cc21 was read as TPT1 inh 1, JMJD2C inh 4, PP1 counter 0, Fh CTSL1 inh -4, HCV core dimer -5, procasp3 activ 3, Efflux pump inh -0.1, procasp7 counter 2 and PP5 primary 1.8.
Screening Cc1ccc(S(=O)(=O)c2nc(-c3ccco3)oc2SCC(=O)NCC2CCCO2)cc1 (stereo not given) returned TPT1 inh 10, JMJD2C inh -7, PP1 counter -1, Fh CTSL1 inh 1, HCV core dimer 31, procasp3 activ -14, Efflux pump inh 0.2, procasp7 counter -21 and PP5 primary -1.5.
Screening CC(OC(=O)/C=C/c1ccccc1)C(=O)Nc1ccc(C(N)=O)cc1 (stereo not given) returned JMJD2C inh 2, PP1 counter -2, procasp3 activ 1, Efflux pump inh -0.2, procasp7 counter 4 and PP5 primary 1.8.
For Cc1nc(CS(=O)(=O)c2ccccn2)sc1C(=O)NNC(=O)c1ccc(Cl)cc1 the results were TPT1 inh -1, JMJD2C inh 6, PP1 counter -1, Fh CTSL1 inh -4, HCV core dimer -5, procasp3 activ -1, Efflux pump inh -0.2, procasp7 counter -1 and PP5 primary 2.2.
Screening Cc1ccc(O)c(-c2cc(C(=O)Nc3ccc(S(=O)(=O)N4CC(C)OC(C)C4)cc3)[nH]n2)c1 (stereo not given) returned TPT1 inh -3, JMJD2C inh 8, PP1 counter 5, Fh CTSL1 inh 0, HCV core dimer 14, procasp3 activ 2, Efflux pump inh 0.0, procasp7 counter -4 and PP5 primary 9.3.
For CC(CCc1ccccc1)NC(=O)CSc1nnnn1C (stereo not given) the results were TPT1 inh -2, JMJD2C inh -1, PP1 counter -1, Fh CTSL1 inh 0, HCV core dimer -6, procasp3 activ -3, Efflux pump inh 0.0, procasp7 counter 3 and PP5 primary -0.3.
Screening CCCCOc1ccc(NC(=O)C2CC=CCC2C(=O)O)cc1 (stereo not given) returned TPT1 inh 1, JMJD2C inh 0, PP1 counter -5, Fh CTSL1 inh -1, HCV core dimer 3, procasp3 activ -4, Efflux pump inh -0.1, procasp7 counter 2 and PP5 primary 2.2.
O=C(NC1CC1)c1ccc(-c2nc3ccccc3s2)s1 was read as TPT1 inh -4, JMJD2C inh 5, PP1 counter -1, Fh CTSL1 inh 2, HCV core dimer -4, procasp3 activ -1, Efflux pump inh 0.0, procasp7 counter -4 and PP5 primary 0.6.

By substructure: the entries above containing an aryl methoxy group
For COc1ccc(NC(=O)CN(C2CCCCC2)S(C)(=O)=O)cc1OC the results were TPT1 inh -4, JMJD2C inh -5, PP1 counter 2, Fh CTSL1 inh -2, HCV core dimer -1, procasp3 activ -8, Efflux pump inh 0.0, procasp7 counter 5 and PP5 primary -0.9.
For COc1ccc(CN(C)C(=O)c2sccc2-c2ccccc2)c(OC)c1 the results were TPT1 inh 1, JMJD2C inh 15, PP1 counter 7, Fh CTSL1 inh -2, HCV core dimer 3, procasp3 activ 3, Efflux pump inh 0.2, procasp7 counter 1 and PP5 primary 4.2.
`COc1ccccc1N1CCN(S(=O)(=O)c2ccc(Br)s2)CC1` gave TPT1 inh 1, JMJD2C inh 2, PP1 counter 1, Fh CTSL1 inh -2, HCV core dimer 2, procasp3 activ 8, Efflux pump inh -0.2, procasp7 counter -4 and PP5 primary 1.6.

(continued)
CCC1C(=O)N=C(SCC(=O)Nc2ccccc2)NC1=O (stereo not given) was read as TPT1 inh -3, JMJD2C inh 4, PP1 counter -2, Fh CTSL1 inh -3, HCV core dimer 2, procasp3 activ 1, Efflux pump inh 0.1, procasp7 counter 6 and PP5 primary 1.0.
Screening Cc1noc(C)c1COC(=O)C1CCN(S(=O)(=O)c2c(Cl)cccc2Cl)CC1 returned TPT1 inh -3, JMJD2C inh 1, PP1 counter -4, Fh CTSL1 inh 1, HCV core dimer 3, procasp3 activ 13, Efflux pump inh 0.0, procasp7 counter 3 and PP5 primary -1.2.
NNc1ncnc2sc3c(c12)CCC3 was read as TPT1 inh -1, JMJD2C inh -5, PP1 counter 3, Fh CTSL1 inh -2, HCV core dimer -1, procasp3 activ -6, Efflux pump inh -0.1, procasp7 counter 0 and PP5 primary -0.8.
O=[N+]([O-])c1ccc(CSc2ncnc3ccccc23)cc1 was read as TPT1 inh 7, JMJD2C inh -17, PP1 counter -5, Fh CTSL1 inh -1, HCV core dimer 4, procasp3 activ 2, Efflux pump inh 0.1, procasp7 counter 5 and PP5 primary -2.9.
For CC[C@H](C)[C@@H](C(=O)NCCCCCCCCCCC(=O)N1CCN(C(=O)OC(C)(C)C)CC1)n1cc(CCCCN=C(NC(=O)OC(C)(C)C)NC(=O)OC(C)(C)C)nn1 the results were TPT1 inh -3, JMJD2C inh -5, PP1 counter 19*, Fh CTSL1 inh 9, HCV core dimer 3, procasp3 activ 3, Efflux pump inh 0.3, procasp7 counter 2 and PP5 primary 5.4.
For Brc1ccc(-c2ccc(C3Nc4cccc5cccc(c45)N3)o2)cc1 the results were JMJD2C inh -6, PP1 counter 7, procasp3 activ -20, Efflux pump inh -0.2, procasp7 counter -21 and PP5 primary 2.6.
